# HIV fusion peptide = inhibitors of HIV fusion peptide binding, primary screen, biochemical, uHTS, fluorescence dequenching (AID 1986); cell-free peptide binding, fluorescence dequenching, 30 min; higher % means a stronger effect; 290,000 compounds, 0.3% hits; one-dose inhibition, % at 20 µM; IC50 in µM for titrated hits; in the data active = inhibition mostly above about 52%, no sharp cut-off; inactive = mostly below about 76%; note: some results filed as inactive read as strong as hits
# XIAP displacement = XIAP antagonists, biochemical, IAP family, fluorescence polarization (AID 1018). E3 ubiquitin-protein ligase XIAP (Homo sapiens). XIAP BIR domain, fluorescence polarization peptide displacement; higher % means a stronger effect. displacement, % at 20 µM; hits with a dose series show IC50 in µM. 200,000 compounds, 0.007% hits; in the data active = displacement above about 50%; note: a part of the inactive calls stands beside numbers as strong as those of hits
# SV40 large T antigen = SV40 large T antigen inhibitors, biochemical (AID 1903). SV40 large T antigen ATPase/helicase inhibition assay; higher % means a stronger effect. inhibition, % at 20 µM, or IC50 in µM where a hit was titrated. 310,000 compounds, 0.39% hits; in the data active = a potency from the dose series; note: strong numbers were not always called active
# MgcRacGAP inhibition = MgcRacGAP GTPase-activating activity inhibitors, confirmation, biochemical, ADP Hunter fluorescence; one-dose inhibition, % at 30 µM; IC50 in µM for titrated hits; Rac GTPase-activating protein 1 (Homo sapiens); MgcRacGAP-stimulated Rac1 GTP hydrolysis, ADP Hunter fluorescence; higher % means a stronger effect; GST-tagged Rac1 F28L mutant substrate; 340,000 compounds, 0.6% hits;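 active = first-screen hits whose inhibition reached a set limit at any dose in the follow-up dose series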;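 note: fluorescence reports GDP produced by GAP-driven GTP hydrolysis; strong numbers were not always called active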
# LYP phosphatase = inhibitors of LYP phosphatase, biochemical, fluorescence intensity, uHTS (AID 1779); 290,000 compounds, 0.054% hits; recombinant LYP phosphatase, fluorescence intensity; higher % means a stronger effect; one-dose inhibition, % at 11.5 µM; IC50 in µM for titrated hits; in the data active = inhibition above about 50%;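 note: plate controls were vehicle with enzyme for no effect and no enzyme for full effect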
# Siah-1 displacement = Siah-1 peptide-binding antagonists, primary screen, biochemical, fluorescence polarization, rhodamine-plectin, uHTS (AID 1817); Siah-1 / rhodamine-plectin peptide fluorescence polarization; higher % means a stronger effect; displacement, % at 20 µM; hits with a dose series show IC50 in µM; 290,000 compounds, 0.02% hits;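 active = displacement of at least 50% at 20 µM, with a fluorescence ratio check between 0.3 and a set limit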;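 note: plate controls were Siah plus tracer with DMSO for no effect and tracer alone without Siah for full effect; strong numbers were not always called active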
# AID2073 = inhibitors of Mint1-CaV2.2 protein interaction, biochemical, HTRF (AID 2073). Voltage-dependent N-type calcium channel subunit alpha-1B (Homo sapiens). HTRF protein-protein interaction, Mint1-CaV2.2; higher % means a stronger effect. one-dose inhibition, % at 20 µM; IC50 in µM for titrated hits. 290,000 compounds, 0.19% hits; in the data active = inhibition mostly above about 51%, no sharp cut-off; note: some results filed as inactive read as strong as hits
# Dengue-2 NS5 capping = Dengue-2 NS5 methyltransferase inhibitors, primary screen, biochemical, confirmation dose response (AID 588689); Genome polyprotein (Dengue virus type 2 (strain 16681-PDK53)); Dengue-2 NS5 methyltransferase capping enzyme assay, biochemical; higher % means a stronger effect; inhibition, % at 25 µM, or IC50 in µM where a hit was titrated; 340,000 compounds, 0.3% hits; in the data active = a potency from the dose series
# RSV antiviral HEp-2 = RSV antiviral activity via CPE protection, HEp-2 cells, primary 10 µM value included (AID 2391). HEp-2 cells, RSV-induced CPE inhibition; higher % means a stronger effect. CPE inhibition, % at 10 µM; hits with a dose series show IC50 in µM. 310,000 compounds, 0.13% hits; in the data active = a potency from the dose series; note: strong numbers were not always called active
# Dengue-2 NS5 capping pilot replicate = also measured in Dengue-2 NS5 capping; calls as there; inhibition, %; measured here: pilot screen replicate inhibition
# * marks the source's active call; other numbers are inactive results; . = not tested or not shown.
SMILES,HIV fusion peptide,XIAP displacement,SV40 large T antigen,MgcRacGAP inhibition,LYP phosphatase,Siah-1 displacement,AID2073,Dengue-2 NS5 capping,RSV antiviral HEp-2,others
O=C(CCc1cn2ccccc2n1)NC1CCCc2c1cnn2-c1ccccc1F (stereo not drawn),2.1%,.,.,3.3%,-14.5%,3.5%,-2.2%,-7.9%,0.1%,
COc1cc2c(cc1OC)CN(C(=O)c1ccc3nc[nH]c3c1)CC2,-1.3%,-5.6%,13.9%,9.0%,1.2%,3.7%,5.0%,-0.9%,0.7%,
COc1ccc(C2CC(c3cccc(C)c3)n3ncnc3N2)cc1 (stereo not drawn),-1.9%,-2.7%,5.5%,1.8%,-4.5%,1.3%,1.5%,-3.6%,0.3%,
CC(=O)c1cc(F)c(N2CCN(C(=O)Cc3ccccc3)CC2)cc1C,0.1%,-0.9%,12.7%,4.5%,2.7%,-6.5%,1.2%,-5.5%,1.6%,
O=C(NCCc1ccc(Cl)cc1)C1CC(=O)N(C2CCCC2)C1 (stereo not drawn),0.2%,.,12.3%,-0.3%,-4.5%,-0.7%,-2.4%,-16.7%,2.6%,
CCOC(=O)c1c(NC(=O)C2=COCCO2)sc2c1CCN(C(=O)OC)C2,.,.,27.5%,6.4%,.,.,.,4.4%,-1.0%,
CCCCNC(=O)c1cn(-c2ccc(OCC)cc2)c(=O)c2cc(OC)c(OC)cc12,-0.5%,-18.4%,2.7%,3.2%,-2.0%,-1.4%,-3.2%,4.7%,0.5%,
COc1ccc(CNC2c3ccccc3-c3ccccc32)cc1OC,4.1%,.,2.2%,6.9%,-10.5%,-2.2%,-6.4%,-0.8%,0.7%,
O=C(COc1ccc(Cl)cc1)Nc1cc2c3c(c1)CC(=O)N3CCC2,.,.,6.8%,2.1%,.,.,.,4.4%,-0.5%,
COc1ccc(CNC(=S)Nc2ccc(F)c(Cl)c2)cc1,0.2%,-9.7%,8.2%,5.2%,2.9%,0.3%,-1.7%,-3.9%,5.9%,
CCC/C(O)=C1\C(=O)CCCC1=NCCCCCC(=O)O,-0.6%,-1.1%,2.9%,8.1%,-5.3%,-2.7%,-1.9%,2.2%,2.8%,
COc1ccc(CN2CNc3c(c(=O)n(C)c(=O)n3C)C2)cc1,4.2%,-6.8%,4.9%,6.6%,0.1%,-1.4%,-4.2%,-3.9%,2.1%,
O=C(c1cc(Cl)ccc1Cl)N1CCc2ccccc21,2.8%,.,-0.5%,13.4%,-6.7%,2.3%,5.7%,3.1%,-0.8%,
Cc1ccc(S(=O)(=O)Nc2c(NC3CCCCC3)c3ccccc3oc2=O)c(C)c1,0.1%,.,17.6%,9.7%,2.2%,1.2%,17.0%,2.3%,2.6%,
COc1ccc(-n2c(Cc3cccn3C)nnc2SCC(=O)NCCc2ccccc2)cc1,-2.6%,-6.4%,-3.1%,-0.8%,3.5%,3.8%,-12.5%,-5.7%,-0.5%,
CCOP(=O)(OCC)C(NC(=O)Nc1ccc(Cl)cc1)C(N)=O (stereo not drawn),0.0%,-2.1%,11.5%,8.9%,-7.4%,1.6%,1.4%,-10.2%,1.8%,
CCOc1ccc(/C=C2\N=C(c3cccs3)OC2=O)cc1OC,6.4%,1.9%,6.9%,.,6.2%,1.8%,-2.6%,.,2.5%,
CCn1c(CC(=O)Nc2ccc(F)cc2)nnc1SCC(=O)NC1CCCC1,0.7%,.,3.0%,0.0%,-8.5%,-2.1%,-2.3%,18.3%,1.2%,
COc1ccc(-c2nnc3ccc(SCC(=O)Nc4cc(C)on4)nn23)cc1,-1.3%,-4.0%,8.6%,.,-8.9%,3.0%,9.1%,.,.,
O=C(NCC1CCCO1)c1ccc(COc2ccccc2)o1 (stereo not drawn),.,.,15.8%,4.2%,.,.,.,0.7%,1.2%,
c1ccc(C2C3=C(CCCC3)Nc3ncnn32)cc1 (stereo not drawn),-1.3%,-3.9%,2.1%,-3.3%,-7.2%,-3.1%,-15.4%,-2.0%,0.2%,
O=C(O)Cn1nc(C(F)(F)F)c2c1CCCC2,-1.9%,-5.6%,3.2%,.,-3.7%,-6.4%,-4.8%,.,1.8%,
Cc1ccc(C)c(NC(=O)CCN2CCOCC2)c1,-1.1%,2.2%,-0.6%,-1.9%,-9.9%,-2.0%,-2.0%,-1.6%,0.6%,
COc1ccc(OCC(=O)N2CCCC2=O)c([N+](=O)[O-])c1,-2.3%,.,6.0%,5.0%,-11.4%,1.2%,11.7%,0.7%,2.4%,
COCC(=O)NC(c1ccccc1)c1ccccc1,0.6%,-0.2%,-2.2%,10.6%,-2.4%,1.8%,-0.2%,0.8%,4.4%,

# (further entries)
SMILES,HIV fusion peptide,XIAP displacement,SV40 large T antigen,MgcRacGAP inhibition,LYP phosphatase,Siah-1 displacement,AID2073,Dengue-2 NS5 capping,RSV antiviral HEp-2,others
CCCCC(=O)N(Cc1ccc(F)cc1)C1CCS(=O)(=O)C1 (stereo not drawn),0.2%,.,10.8%,3.8%,-4.1%,-5.7%,0.1%,-3.1%,1.8%,
COc1ccc(NC(=O)CC(C)=O)c(OC)c1,-0.5%,.,.,0.9%,0.0%,-0.9%,10.4%,-5.9%,.,
CCc1cccc(C)c1NC(=O)COC(=O)Cc1ccsc1,-3.0%,-4.0%,-7.3%,5.5%,-0.7%,-3.2%,7.5%,-4.4%,1.3%,
CCCCn1c(SCC(=O)N2CCCC2)nc2cc(S(N)(=O)=O)ccc21,-1.3%,-10.6%,9.2%,5.6%,-2.6%,-1.9%,-11.1%,-8.3%,2.1%,
O=C(/C=C/c1ccccc1)NCCOc1ccccc1,-0.3%,-4.8%,-0.7%,9.7%,-1.0%,3.4%,8.9%,-6.2%,0.8%,
CCCCOc1ccc(C(=O)N2CCN(c3ncccn3)CC2)cc1,-0.9%,.,1.3%,10.0%,-11.4%,-1.0%,12.3%,7.2%,0.0%,Dengue-2 NS5 capping pilot replicate=1.2
COc1cc(C(=O)NCC(=O)N2CCN(S(=O)(=O)c3ccccc3)CC2)cc(OC)c1OC,.,.,21.3%,-5.9%,.,.,.,-6.5%,-0.9%,
Cc1c(Cl)cccc1-n1nnnc1-c1cccs1,2.4%,-2.9%,-1.9%,3.4%,30.0%,-0.9%,6.2%,-4.0%,1.3%,
CCOc1ccc(NC(=O)CCC(=O)N2CCSc3ccccc32)cc1,-0.6%,.,.,6.9%,-1.6%,-1.0%,8.7%,-1.4%,2.7%,
COc1cc(/C=N/NC(=O)c2ccc(COc3ccccc3Cl)o2)cc(Br)c1O,-0.8%,-7.2%,8.5%,4.7%,-1.7%,29.3%,0.6%,-2.2%,3.7%,
Cc1ccc(S(=O)(=O)N2CCOCC2)cc1C(=O)NC(=S)N(Cc1ccccc1)C(C)C,1.6%,1.6%,15.4%,5.8%,-4.0%,7.4%,-17.2%,-4.5%,1.1%,
Cc1ccc2[nH]c(=O)c(Cc3ccccc3)c(O)c2c1,0.2%,-6.1%,23.9%,6.2%,-8.9%,6.4%,8.5%,-10.9%,-1.2%,
Cc1ccc(CNC(=O)CCn2cc(-c3ccc(C)cc3)nc2CCN)cc1,.,.,16.9%,5.2%,.,.,.,-3.3%,-2.2%,
CS(=O)(=O)N(CC(=O)N/N=C/c1ccco1)c1ccccc1Br,-2.1%,2.5%,1.8%,-4.7%,-5.0%,1.0%,-8.5%,-2.2%,2.6%,
COc1cc(C2/C(=C(/O)c3ccc(F)cc3)C(=O)C(=O)N2CCCC(=O)O)ccc1O (stereo not drawn),3.2%,-3.3%,0.8%,7.3%,1.3%,0.6%,1.7%,-8.1%,3.5%,
CCN1CCCC1CN(Cc1cc2ccc(C)cc2[nH]c1=O)C(=S)Nc1ccccc1OC (stereo not drawn),0.9%,-7.8%,0.8%,11.5%,-5.7%,-7.4%,-0.2%,-11.8%,0.5%,
COc1ccc(OC)c(NC(=O)c2oc3ccccc3c2NC(=O)C2CC2)c1,8.4%,.,7.1%,6.7%,-13.2%,1.8%,14.6%,5.2%,1.0%,
Cc1nnc(SCC(=O)NC(C)c2ccccc2)[nH]c1=O (stereo not drawn),-0.4%,-5.0%,-5.6%,2.6%,-1.8%,-0.6%,-13.3%,.,1.9%,
O=C(Nc1ccccc1N1CCCCC1)c1ccc(F)cc1,-0.2%,0.8%,-0.5%,3.8%,1.4%,3.0%,15.0%,7.0%,8.1%,
O=C(Cc1ccccc1F)Nc1cccc2cccnc12,-0.7%,-0.9%,7.9%,4.9%,-2.5%,2.6%,5.3%,1.3%,1.6%,
CCc1ccc(CN(C)C(=O)c2cc(COc3cccc4cnccc34)on2)cc1,1.7%,.,11.6%,5.5%,2.8%,1.0%,3.3%,-13.2%,1.3%,
Cn1ccc(C(=O)OCC(=O)Nc2ccccc2)n1,-0.7%,.,.,2.0%,-14.3%,-0.2%,6.1%,0.9%,.,
Cc1ccc(CCNC(=O)c2ccc3nc4ccccc4c(=O)n3c2)cc1,4.3%,.,2.4%,7.4%,3.8%,2.5%,25.2%,1.3%,6.7%,
CCCCNCCCOc1cccc(Cl)c1,0.7%,-0.9%,1.3%,7.5%,3.1%,2.6%,0.8%,1.6%,0.0%,

# Arranged by SMILES length (lowest first): some entries from above.
SMILES,HIV fusion peptide,XIAP displacement,SV40 large T antigen,MgcRacGAP inhibition,LYP phosphatase,Siah-1 displacement,AID2073,Dengue-2 NS5 capping,RSV antiviral HEp-2,others
COc1ccc(NC(=O)CC(C)=O)c(OC)c1,-0.5%,.,.,0.9%,0.0%,-0.9%,10.4%,-5.9%,.,
O=C(Cc1ccccc1F)Nc1cccc2cccnc12,-0.7%,-0.9%,7.9%,4.9%,-2.5%,2.6%,5.3%,1.3%,1.6%,
CS(=O)(=O)N(CC(=O)N/N=C/c1ccco1)c1ccccc1Br,-2.1%,2.5%,1.8%,-4.7%,-5.0%,1.0%,-8.5%,-2.2%,2.6%,
Cc1ccc(CCNC(=O)c2ccc3nc4ccccc4c(=O)n3c2)cc1,4.3%,.,2.4%,7.4%,3.8%,2.5%,25.2%,1.3%,6.7%,
Cc1ccc(CNC(=O)CCn2cc(-c3ccc(C)cc3)nc2CCN)cc1,.,.,16.9%,5.2%,.,.,.,-3.3%,-2.2%,
COc1ccc(OC)c(NC(=O)c2oc3ccccc3c2NC(=O)C2CC2)c1,8.4%,.,7.1%,6.7%,-13.2%,1.8%,14.6%,5.2%,1.0%,
CCN1CCCC1CN(Cc1cc2ccc(C)cc2[nH]c1=O)C(=S)Nc1ccccc1OC (stereo not drawn),0.9%,-7.8%,0.8%,11.5%,-5.7%,-7.4%,-0.2%,-11.8%,0.5%,

# 2 compounds picked at random from the list so far, as already listed:
SMILES,HIV fusion peptide,XIAP displacement,SV40 large T antigen,MgcRacGAP inhibition,LYP phosphatase,Siah-1 displacement,AID2073,Dengue-2 NS5 capping,RSV antiviral HEp-2,others
CS(=O)(=O)N(CC(=O)N/N=C/c1ccco1)c1ccccc1Br,-2.1%,2.5%,1.8%,-4.7%,-5.0%,1.0%,-8.5%,-2.2%,2.6%,
O=C(COc1ccc(Cl)cc1)Nc1cc2c3c(c1)CC(=O)N3CCC2,.,.,6.8%,2.1%,.,.,.,4.4%,-0.5%,
